Source: PubChem BioAssay
GAA inh: inhibitors of human lysosomal alpha-glucosidase | P10253 | purified human GAA, 4-MU-alpha-glucoside fluorescence | 200,000 tested, 0.005% active | Potency, µM (top dose mostly 76.9 µM), without a hit: at the highest dose activity change, negative = inhibition, actives largely listed as inhibitors | AID 1466;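 also: plate controls were uninhibited enzyme wells for no effect and no-enzyme background for full effect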
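Enzyme (4 nM final) mixed with compound (up to 77 uM), then 4-MU-alpha-D-pyranoside (400 uM final) added; 20 min at room temperature, pH 5.0. Reaction stopped at pH 10, fluorescence read, AC50 derived by Hill fit.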
L3MBTL1 block: blocks human L3MBTL1; AlphaScreen L3MBTL1–H3K9me1 peptide binding; Potency, µM (top dose mostly 57.1 µM), without a hit: at the highest dose activity, negative = inhibition, actives largely listed as inhibitors; Q9Y468; 230,000 tested, 0.66% active; also: nearly all actives have a fitted effect of over 60% in size
Target sequence (Q9Y468 whole entry, looked up): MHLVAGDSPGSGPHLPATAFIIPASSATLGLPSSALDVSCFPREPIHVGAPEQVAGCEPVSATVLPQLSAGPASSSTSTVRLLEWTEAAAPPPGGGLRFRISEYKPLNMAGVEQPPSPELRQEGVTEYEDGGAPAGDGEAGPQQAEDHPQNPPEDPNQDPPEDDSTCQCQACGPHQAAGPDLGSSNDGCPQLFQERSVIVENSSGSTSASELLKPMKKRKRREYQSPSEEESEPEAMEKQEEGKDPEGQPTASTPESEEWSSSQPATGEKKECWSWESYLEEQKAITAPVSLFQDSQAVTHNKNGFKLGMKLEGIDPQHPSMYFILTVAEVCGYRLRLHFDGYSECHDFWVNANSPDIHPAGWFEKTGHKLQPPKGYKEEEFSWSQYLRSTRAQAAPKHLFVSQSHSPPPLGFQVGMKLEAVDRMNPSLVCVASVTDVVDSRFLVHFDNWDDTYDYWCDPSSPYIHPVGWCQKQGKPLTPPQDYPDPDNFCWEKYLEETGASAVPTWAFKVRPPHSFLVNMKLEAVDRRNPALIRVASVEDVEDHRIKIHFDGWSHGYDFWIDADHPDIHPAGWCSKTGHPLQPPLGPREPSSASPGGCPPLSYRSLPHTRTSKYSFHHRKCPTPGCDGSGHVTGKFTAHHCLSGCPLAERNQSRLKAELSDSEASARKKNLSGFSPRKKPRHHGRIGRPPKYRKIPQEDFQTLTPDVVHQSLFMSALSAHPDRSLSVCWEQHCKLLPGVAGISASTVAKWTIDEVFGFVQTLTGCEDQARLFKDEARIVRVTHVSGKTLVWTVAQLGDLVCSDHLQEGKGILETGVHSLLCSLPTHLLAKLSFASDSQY
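L3MBTL1 (50 nM) pre-complexed 30 min with biotinylated H3(1-15)K9me1 peptide (75 nM), then compounds added for 30 min at room temperature; AlphaScreen streptavidin donor/nickel chelate acceptor beads (10 ug/mL final) read after 30 min dark incubation.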
TRb SRC2 PPI: disrupts binding of human TR beta to SRC2 | P10828 | TRbeta-SRC2 peptide binding, fluorescence polarization; receptor liganded with 1 µM T3 | Potency, µM (top dose mostly 106 µM), for inactives: top-dose activity change, negative = inhibition, most hits filed as inhibitors | 280,000 tested, 0.065% active;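 also: plate controls were bound peptide for no effect and peptide without receptor for full effect; nearly all actives have a fitted effect of over 50% in size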
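Binding of a 20-amino-acid Texas Red SRC2 peptide (20 nM) to TRb ligand-binding domain (0.6 uM) with agonist T3 at 1 uM was followed by fluorescence polarization after a 5 hr room-temperature incubation.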
TR SRC2 fluor cs: alters Texas Red total fluorescence, flagging assay interference. TRb/SRC2 Texas Red total fluorescence interference. Potency, µM (series often up to 106 µM), for the others: at the top dose fluorescence change, negative = quenching. 280,000 tested, 0.29% active. AID 1479; active = well fitted curve in either direction with a large enough effect; inconclusive = small, poorly fitted or top-dose-only effect
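Flags fluorescent or light-absorbing compounds by total fluorescence, S + 2P, at 555 nm excitation and 632 nm emission. Mixture: 20 nM Texas Red SRC2 peptide, 0.6 uM human TRb LBD, 1 uM T3, 5% DMSO; compound exposure 5 h at ambient temperature.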
GoLoco inh red: blocks human Gai1 binding to RGS12 GoLoco peptide, red readout; Gai1:RGS12 GoLoco peptide FP, rhodamine, 10 min; Potency, µM (titrated, usually from 61.6 µM), for the others: top-dose activity, negative = inhibition, actives largely listed as inhibitors; 230,000 tested, 0.44% active; AID 880; active = well fitted inhibition curve with a large enough effect, not every such curve was filed as active; inactive = no such curve, though single readings can be large or run the other way; also: nearly all actives have a fitted effect of over 30% in size; many of its hits are not listed in these tables
RECQ1 inh: inhibitors of human RECQ1 DNA helicase | P46063 | RECQ1 DNA unwinding, red fluorescence kinetic read | Potency, µM (top dose mostly 57.3 µM), for inactives: at the highest dose activity, negative = inhibition, most hits filed as inhibitors | 240,000 tested, 0.54% active | AID 2549;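 also: plate controls were vehicle for no effect and no enzyme for full effect; nearly all actives have a fitted effect of over 30% in size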
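50 nM RECQ1T1 preincubated 15 min with compound in Tris pH 8.0 buffer with MgCl2, DTT, Tween-20 and 2.5 ug/ml poly(dI-dC); started with 200 nM TAMRA/BHQ-2 forked duplex and 2 mM ATP. Unwinding read as fluorescence (525/598 nm), two reads 2 h apart.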
GAA spleen mod: inhibitors or activators of human alpha-glucosidase in spleen homogenate. human spleen homogenate, 4-MU-alpha-glucoside fluorescence. Potency, µM (top dose mostly 79.9 µM), without a hit: top-dose activity change, negative = inhibition, hits mostly inhibitors. 240,000 tested, 0.006% active. AID 2112;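 also: 0% = enzyme with vehicle and -100% = no enzyme basal signal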
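AC50 values come from Hill-equation fits of concentration-response data, normalized to no-enzyme and full-activity controls. Enzyme source: 1 ug human spleen homogenate; 1 mM fluorogenic 4-MU glucoside, pH 5.0 citrate buffer, 37 C, 40 min.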
GAA glycogen mod: GAA glycogen-cleavage inhibition or activation | P10253 | recombinant GAA, glycogen substrate, Amplex Red glucose oxidase fluorescence | Potency, µM (series often up to 76.4 µM), for the others: at the highest dose activity change, negative = inhibition, most hits filed as inhibitors | 300,000 tested, 0.38% active | AID 2100;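 also: 0% = full enzyme reaction and -100% = no-enzyme basal signal; the screen sought inhibitors and activators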
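qHTS, 1536-well; enzyme 4 nM final; cpd up to 77 uM; substrate bovine liver glycogen 30 ug; 50 mM citrate/phosphate pH 5.0, 0.01% Tween-20; 37 C, 40 min; Amplex Red detection 45 min RT; Hill fit → AC50.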
An asterisk follows results filed as active; i = inactive; ? = inconclusive; · = no result given; [ ] = remark or other dose. Unless noted, calls follow the shape of the dose curve; as a rule, active = well fitted curve in the direction sought with a large enough effect; inconclusive = small, poorly fitted or top-dose-only effect, or another doubt; inactive = no such curve, though single readings can be large; an effect the other way counts as inactive or inconclusive. Unless noted, % is scaled to controls: 0 for no effect and ±100 for the full control effect; potency is read from the fitted curve at half-maximal effect. This is a subset. The share of hits here may be higher or lower than overall.

SMILES | GAA inh | L3MBTL1 block | TRb SRC2 PPI | TR SRC2 fluor cs | GoLoco inh red | RECQ1 inh | GAA spleen mod | GAA glycogen mod
Cc1c(CN2CCC(CO)(CC3CCCCO3)CC2)cnn1C (stereo unspecified) | -13% | -5% | 4% | 1% | 9% | -2% | 1% | -6%
NC(=O)CC(NC(=O)c1ccc(Br)cc1)c1ccc(NCc2ccc(F)cc2)c([N+](=O)[O-])c1 (stereo unspecified) | · | · | -2% | -2% | 2% | i | 0% | 4%
CCOC(=O)CNC(=O)C(CO)NC(=O)OCc1ccccc1 (stereo unspecified) | 13% | · | -6% | -1% | 7% | -7% | -4% | 2%
O=C(CNC(=O)c1ccco1)N=Nc1c(O)n(CCc2ccccc2)c2ccccc12 | · | -23% | -1% | -2% | 2% | -3% | -5% | -7%
COc1ccc(N(C(=O)c2ccco2)S(=O)(=O)c2cc(Cl)c(Cl)cc2Cl)cc1 | -10% | · | 2% | -1% | -1% | -6% | -9% | -6%
Cc1ccc2c(C(=O)CSc3ccccc3)c(C)[nH]c2c1 | -1% | -8% | -3% | 0% | 4% | -2% | -16% | 18%
CN(Cc1ccccc1)CC(O)COc1ccc(CNCc2nccn2C)cc1 (stereo unspecified) | -7% | -22% | 7% | 1% | 14% | i | 3% | -2%
Cc1nc2ccccc2c(=O)n1NC(=O)c1ccccc1[N+](=O)[O-] | -3% | · | 4% | -1% | -3% | -14% | -1% | 3%
O=S(=O)(Nc1cccnc1)c1cccc(Cl)c1 | -12% | · | 2% | -1% | 7% | -14% | -2% | 8%
O=C(Nc1cccc(S(=O)(=O)N2CCOCC2)c1)c1cn(-c2ccccc2)nc1-c1ccccc1 | -2% | -5% | 1% | 0% | 7% | -2% | -1% | -8%
Cc1ccc(C(=O)NC2CC3CCC(C2)N3Cc2ccco2)cc1 (stereo unspecified) | ? | -4% | -11% | -1% | 8% | -2% | -6% | 1%
COc1ccc(CN2CC(C(=O)NCCCN3CCOCC3)CC2=O)cc1 (stereo unspecified) | -5% | 1% | 4% | 3% | 2% | i | -13% | 0%
CC(=O)c1cccc(CN2CCN(CC(C)C)C(CCO)C2)c1 (stereo unspecified) | -1% | -2% | 1% | -1% | 37%[activator] | -3% | 5% | -8%
COc1ccc(C(=O)NC(C)(C)C)cc1S(=O)(=O)N1CCCC1 | -4% | · | -1% | -2% | 3% | -2% | -19% | 4%
Cc1ccc(NC(=O)C2CCCN(S(=O)(=O)c3cnc[nH]3)C2)cc1C (stereo unspecified) | -2% | 3% | -14% | 1% | -7% | -18% | -3% | -16%
COc1ccc(C(c2sc3nc(C)nn3c2O)N2CCN(CCO)CC2)cc1OC (stereo unspecified) | 2% | 14% | -6% | -1% | -5% | -3% | 2% | -1%
Cc1cc(C(=O)NC2CCCCC2)on1 | · | · | -1% | -1% | -2% | -2% | 9% | 4%
CC1(C)CCc2cc(-c3ccn(S(=O)(=O)c4ccccc4Cl)n3)ccc2O1 | · | 0% | -1% | 0% | 11% | -16% | 0% | 1%
COCCN(C(=S)Nc1ccc(C)cc1)C(C)c1ccco1 (stereo unspecified) | · | · | 0% | 1% | 4% | 5% | 2% | -7%
S=c1[nH]c2ccccc2n2cccc12 | -10% | 1% | 4% | -2% | 4% | i | 1% | 1%
S=c1[nH]nc(Nc2ccccc2)s1 | 12% | -6% | 4% | 1% | 6% | -9% | 4% | ?
CCOC(=O)C1CCN(C(=O)CCn2c(=O)[nH]c3ccsc3c2=O)CC1 | -7% | 1% | 1% | -2% | 3% | -11% | -10% | 0%
CC(C)NC(=O)CN(C(=O)CCC(=O)Nc1ccccn1)c1ccc(F)c(Cl)c1 | 0% | 0% | 4% | 4% | 4% | -2% | 4% | -4%
O=C(Nc1nc(-c2ccccn2)cs1)c1ccc(Br)s1 | -5% | · | 1% | -9% | 10% | -5% | -3% | 5%
CN(C)c1ccc(C2CC(c3ccccc3)=Nc3nc(-c4ccccc4)cn32)cc1 (stereo unspecified) | 7% | -4% | -6% | -3% | 23% | -7% | -12% | -13%
Cc1nc(C)c(C(=O)C2=C(O)C(=O)N(CCN3CCOCC3)C2c2ccco2)s1 (stereo unspecified) | 4% | 5% | 8% | 4% | 2% | -2% | 0% | -13%
O=c1[nH]c(N2CCc3ccccc32)nc2c1CCCC2 | -1% | 27% | 8% | -1% | 0% | -4% | -3% | -2%
CCN1C(=O)N[C@@H](c2ccccc2)C1=O | · | · | 7%[53 µM] | -4%[53 µM] | 5%[21.6 µM] | -14%[25.9 µM] | 1%[29.1 µM] | ·
COc1ccc(-c2c(C)nn(Cc3ccccc3)c2N)cc1 | -5% | 3% | 1% | -9% | -12% | -6% | 1% | -4%
CCOC(=O)c1c(NC(=O)CN2CCCc3ccccc32)sc(C)c1CC | -5% | -4% | 0% | -19% | 15% | -6% | -4% | 8%
Cc1ccc(C(=O)OC(C)CN2CCOCC2)cc1 (stereo unspecified) | 0% | ? | -11% | -2% | 12% | -2% | · | 3%
CC(Sc1nc2ccccc2s1)C(=O)NCc1ccc2c(c1)OCO2 (stereo unspecified) | ? | -4% | 2% | -8% | · | -13% | -11% | -2%
Cc1ccc(-c2n[nH]c(=S)n2/N=C/c2cccn2C)cc1 | 3% | -14% | -1% | -6% | 1% | -11% | -5% | 1%
COc1ccccc1CNc1ccc2nnc(CCNC(=O)c3ccc(C)cc3)n2n1 | 0% | -5% | 2% | -1% | 8% | i | 2% | -3%
CCSc1nnc(NC(=O)CSC2=NCCS2)s1 | -2% | · | -7% | 2% | 6% | -27% | 2% | 1%
CCC(=O)Nc1c(C)c(CC)nc2ccccc12 | ? | 2% | 0% | 0% | 1% | -15% | -3% | -3%
COc1cc(C=O)ccc1OCCCOc1ccccc1C(=O)O | 2% | -2% | -1% | -6% | 11% | i | -5% | 5%
O=C(COCC(=O)N/N=C/c1ccc(F)cc1)N/N=C/c1ccc(F)cc1 | -5% | 13% | 7% | 1% | 11% | 2% | -4% | -12%
Cc1ccc(C(=O)CSC2=C(C#N)C(c3ccco3)C3=C(CC(C)(C)CC3=O)N2)cc1 (stereo unspecified) | -6% | · | 8% | -2% | 5% | -10% | 3% | 1%
Cc1cc(NC(=O)COc2cccnc2[N+](=O)[O-])no1 | 1% | 11% | 4% | -1% | -4% | i | 1% | 19%
Cc1onc(-c2c(F)cccc2Cl)c1C(=O)N1CCSCC1 | · | -2% | -3% | -4% | -2% | i | -4% | 3%
Cn1c(N)c(C(=O)NCc2ccccc2Cl)sc1=S | -6% | · | 3% | -3% | 10% | i | -5% | 9%
CCOC(=O)C1(Cc2ccc(O)cc2)NC(c2ccco2)C2C(=O)N(c3ccccc3F)C(=O)C21 (stereo unspecified) | -11% | · | -20% | -1% | 8% | i | 6% | 1%
COCCNC(=O)/C(C#N)=c1\s/c(=C\c2ccccc2OC(F)F)c(=O)n1Cc1ccccc1 | · | 4% | 1% | -4% | 13% | -12% | -3% | -11%
OC1(c2cccc(C(F)(F)F)c2)CCN(c2ncnc3c2[nH]c2ccc(F)cc23)CC1 | -7% | · | 6% | 0% | 58%[activator] | -1% | -1% | -10%

Four entries drawn at random from those above, as already listed:
SMILES | GAA inh | L3MBTL1 block | TRb SRC2 PPI | TR SRC2 fluor cs | GoLoco inh red | RECQ1 inh | GAA spleen mod | GAA glycogen mod
Cc1ccc(-c2n[nH]c(=S)n2/N=C/c2cccn2C)cc1 | 3% | -14% | -1% | -6% | 1% | -11% | -5% | 1%
O=C(COCC(=O)N/N=C/c1ccc(F)cc1)N/N=C/c1ccc(F)cc1 | -5% | 13% | 7% | 1% | 11% | 2% | -4% | -12%
COc1ccccc1CNc1ccc2nnc(CCNC(=O)c3ccc(C)cc3)n2n1 | 0% | -5% | 2% | -1% | 8% | i | 2% | -3%
Cc1cc(NC(=O)COc2cccnc2[N+](=O)[O-])no1 | 1% | 11% | 4% | -1% | -4% | i | 1% | 19%

The listing continues.
SMILES | GAA inh | L3MBTL1 block | TRb SRC2 PPI | TR SRC2 fluor cs | GoLoco inh red | RECQ1 inh | GAA spleen mod | GAA glycogen mod
Cc1ccc(N(CC(O)CON=C2c3ccccc3-c3ccccc32)S(C)(=O)=O)cc1 (stereo unspecified) | -7% | · | -10% | 0% | 3% | -3% | -7% | -12%
CCOC(=O)C1=C(C)N(CCCCCC(=O)O)C(=O)NC1c1ccccc1Cl (stereo unspecified) | -8% | -14% | 1% | -2% | -2% | 1% | 3% | 6%
c1csc(CNCc2ccncc2)c1 | 2% | · | 3% | 2% | 7% | -8% | -1% | -2%
Cc1cccc(NC(=O)COc2nsnc2N2CCOCC2)c1 | -1% | -9% | 10% | 1% | 3% | -13% | -8% | 11%
CCCCNC(=S)N/N=C/c1ccc(OCC(=O)Nc2c(C)cc(C)cc2C)c(OC)c1 | -2% | 9% | -4% | 0% | 6% | 5% | -9% | -5%
CCCCC(=O)C1CCN(Cc2ccccc2)CC1 | -5% | -3% | -2% | -8% | 15% | -12% | -2% | 8%
O=C1C2C(C(=O)N1/N=C/c1ccc(N3CCCCC3)o1)C1C=CC2C12CC2 (stereo unspecified) | 6% | -5% | 1% | -2% | -9% | -3% | -3% | -25%
CCC(C)NS(=O)(=O)c1ccc(NC(C)=O)cc1 (stereo unspecified) | 6% | 5% | 9% | 0% | -5% | 6% | 5% | 6%
CCOc1cc(N2CCOCC2)c(OCC)cc1NC(=O)COc1ccc2ccc(=O)oc2c1 | -4% | 8% | -1% | -1% | -7% | -16% | 4% | -3%
O=C(Nc1ccc2c(c1)CCC2)c1cccc(S(=O)(=O)N2CCN(c3ccccc3)CC2)c1 | 0% | · | -8% | 0% | -31% | i | -24% | -4%
COc1ccc(N=C2C(=O)Nc3ccccc32)cc1 | 5% | -4% | 2% | -4% | -3% | i | 1% | ?
